DT40 TDP1 CPT – DT40-hTDP1 cell growth loss with CPT; AID 686979; chicken DT40 Tdp1-/-;hTDP1 cells + 20 nM CPT, ATP luminescence, 48 h; actives 12% (n = 420,000); Potency, µM (top dose mostly 46.2 µM), for the others: at the highest dose activity change, negative = growth inhibition, most hits filed as inhibitors; also: nearly all actives have a fitted effect of over 55% in size
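Chicken DT40 Tdp1-/- cells complemented with human TDP1, 400 cells/well, exposed to compounds plus 20 nM camptothecin for at least 48 h at 37 C; viability read as ATP content by CellTiter-Glo luminescence.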
FEN1 inh – human FEN1 inhibition; Recombinant FEN1 flap cleavage, fluorescence, 15 min; actives 0.35% (n = 390,000); Potency, µM (top dose mostly 114 µM), for the others: top-dose activity change, negative = inhibition, most hits filed as inhibitors; P39748; also: nearly all actives have a fitted effect of over 65% in size
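FEN1 at 10 nM preincubated with compounds 15 min at room temperature, then flap DNA substrate added at 50 nM final. Signal read at 0 and 15 min; concentration-response fitted with four-parameter Hill equation.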
KAT2A inh – inhibitors of human GCN5L2 histone acetyltransferase | Potency, µM (highest dose often 58.9 µM), without a hit: at the top dose activity change, negative = inhibition, actives largely listed as inhibitors | actives 0.21% (n = 390,000) | AID 504327 | Q92830 | GCN5L2 HAT assay, ThioGlo1 CoA-SH fluorescence
Target sequence (Q92830 whole entry, looked up): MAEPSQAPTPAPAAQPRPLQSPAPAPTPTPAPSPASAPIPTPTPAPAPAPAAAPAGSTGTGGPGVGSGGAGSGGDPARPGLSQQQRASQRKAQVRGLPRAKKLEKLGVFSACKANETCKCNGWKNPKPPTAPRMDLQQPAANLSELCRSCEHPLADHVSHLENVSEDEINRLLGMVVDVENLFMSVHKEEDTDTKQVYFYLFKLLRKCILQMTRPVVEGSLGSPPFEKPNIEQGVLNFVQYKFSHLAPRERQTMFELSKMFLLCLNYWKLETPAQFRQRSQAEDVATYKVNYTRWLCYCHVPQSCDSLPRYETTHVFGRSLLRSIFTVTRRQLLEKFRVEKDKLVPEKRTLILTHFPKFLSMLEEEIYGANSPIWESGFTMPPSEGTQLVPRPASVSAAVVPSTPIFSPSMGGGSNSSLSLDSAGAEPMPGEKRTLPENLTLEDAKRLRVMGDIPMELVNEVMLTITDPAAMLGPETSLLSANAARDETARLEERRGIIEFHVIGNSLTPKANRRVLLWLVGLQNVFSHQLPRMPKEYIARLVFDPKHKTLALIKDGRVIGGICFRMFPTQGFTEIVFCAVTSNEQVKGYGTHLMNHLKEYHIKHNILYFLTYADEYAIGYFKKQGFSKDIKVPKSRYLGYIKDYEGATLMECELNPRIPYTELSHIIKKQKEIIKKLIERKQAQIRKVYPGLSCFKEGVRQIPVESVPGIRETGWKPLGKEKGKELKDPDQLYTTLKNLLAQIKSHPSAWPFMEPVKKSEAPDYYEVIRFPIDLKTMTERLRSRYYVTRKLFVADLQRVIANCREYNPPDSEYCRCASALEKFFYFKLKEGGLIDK
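Fluorescence readout, Ex340nm/Em540nm: ThioGlo1 (50uM final) reacts with free CoA thiol released as 20nM GCN5L2 acetylates H3(1-25) peptide (75uM) using acetyl-CoA (70uM). Compound and enzyme sat 15 min beforehand; 20 min room-temperature reaction.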
* marks the source's active call; other numbers are inactive results; ? = inconclusive; . = no result given; & = joins results of further samples; [ ] = dose if it differs, or a comment. Calls follow the shape of the dose curve; as a rule, active = well fitted curve in the direction sought with a large enough effect; inconclusive = small, poorly fitted or top-dose-only effect, or another doubt; inactive = no such curve, though single readings can be large; an effect the other way counts as inactive or inconclusive. % is scaled to controls: 0 for no effect and ±100 for the full control effect; potency is read from the fitted curve at half-maximal effect. Only part of the results is shown. The share of hits here may be higher or lower than overall.

Structure	DT40 TDP1 CPT	FEN1 inh	KAT2A inh
Cc1ccc(N2CCN(c3ccc(NC(=O)CCC(=O)O)cc3)CC2)cc1	11%	-4%	1%
COc1nccc(C(F)(F)F)c1C(=O)Nc1ccc(Cl)cc1	1%	-2%	0%
COCCn1cc(C(=O)NCCN(C)C)c2c3ccccc3n(C)c2c1=O	-14%	-25%	-12%
CCCC(C(=O)Nc1nccs1)c1ccccc1 (configuration not stated)	-14%	7%	-3%
Cc1cc(C)c(OCC(=O)N2CC=C(c3ccccc3)CC2)c(C)c1	-13%	3%	-29%
N#CC1c2ccccc2C=CN1C(=O)N(c1ccccc1)c1ccccc1 (configuration not stated)	?	7%	.
O=C(N[C@H]1C/C=C\C[C@H](CC(=O)N(CCO)Cc2ccccc2)C(=O)N[C@@H](c2ccccc2)COC1=O)OCC1c2ccccc2-c2ccccc21	7.3µM*	11%	-9%
Cc1ccc(-n2nnnc2SCC(=O)NCC2(N3CCCCC3)CCCCC2)c(C)c1	-23%	-9%	-2%
COc1ccc(CCNc2oc(Cc3cccc4ccccc34)nc2C#N)cc1OC	?	-17%	-12%
Cc1onc(-c2ccccc2)c1C(=O)OCCOc1ccccc1F	?	-6%	-11%
Cc1cccc(NS(=O)(=O)c2ccc(OCC(=O)N3CCCC3)cc2)c1	-24%	0%	-18%
COCCNC(=O)CSc1c2c(nc3ccc(Cl)cc13)CCCC2	16µM*	23%	-4%
COc1cc(NC(=O)CSc2nc3ccccc3c(=O)n2C)ccc1NC(=O)c1ccco1	-20%	-8%	-9%
Cc1ccc(-c2[nH]n3c(=O)c4c(nc3c2C)CCCC4)cc1	?	-14%	31%[activator]
COCCn1c(CNC(=O)c2cc([N+](=O)[O-])ccc2Cl)nc2cccnc21	-22%	-2%	-10%
O=S(=O)(Nc1cccc2cccnc12)c1ccccc1	13µM*	-1%&-9%	-1%
Cc1ccc([N+](=O)[O-])c2c1C(N1CCCCC1)C(C)(C)O2 (configuration not stated)	-3%	13%	1%
Cc1cc(=O)c2ccccc2n1Cc1ccccc1	?	-8%	-5%
CCc1nc(SCC(=O)NCc2ccco2)c2c(=O)n(C)c(=O)n(C)c2n1	?	10%	-11%
COc1cnc(SCc2ccc(Cl)cc2Cl)nc1Cl	-23%	?	-11%
Cc1noc(C)c1COc1ccccc1C(=O)NC(C)c1ccc(F)cc1 (configuration not stated)	?	4%	.
O=C1C2C3C=CC(c4ccccc4)(C2C(=O)N1c1cccc(Cl)c1)C1C(=O)N(c2cccc(Cl)c2)C(=O)C31 (configuration not stated)	15µM*	-21%	-19%
CCOc1ccccc1NC(=O)c1ccc2c(Cl)c3c(nc2c1)CCC3	-4%	18%	-3%
O=C(NNC(=O)c1cc2ccccc2cc1O)Nc1ccc(Br)cc1	12%	-9%	?
CCn1nc(C)c(Br)c1-c1nc(CS(=O)(=O)c2ccsc2)no1	-22%	-20%	-10%
CCOc1cc(/C=C2\SC(N3CCCCC3)=NC2=O)ccc1O	?	-11%	-3%
Cc1ccc(/C=N/NC(=O)CN2C(=O)CSc3ccccc32)o1	14%	-2%	18%
CSc1nsc(/C=C/Nc2ccc(C)cc2)c1C#N	?	1%	.
Cc1nnc(NS(=O)(=O)c2ccc(N=Nc3ccc(N)nc3N)cc2)s1	20%	?	.
N/C(=N\OS(=O)(=O)c1ccc(Cl)cc1)c1ccncc1	-17%	-17%	0%
CCOc1ccc(NC(=O)c2c(NC(=O)c3ccccc3Br)sc3c2CCC(C)C3)cc1 (configuration not stated)	?	-9%	?
CCOC(=O)c1oc2ccccc2c1COC(=O)C(C)NC(=O)c1ccco1 (configuration not stated)	?	-12%	-9%
Cc1ccc(C)c(Nc2ncnc3nc[nH]c23)c1	?	15%	-7%
O=C(/C=C/Nc1ccc(F)c(F)c1)c1cccs1	-19%	0%	-8%
CN(C)CCN(Cc1cccs1)S(=O)(=O)c1csc(C(N)=O)c1	8%	20%	-1%
O=C(CSc1ccccc1)N1CCc2c([nH]c3ccccc23)C1c1ccc(Cl)cc1 (configuration not stated)	?	?	-28%
CC(=O)c1ccc(N2CCN(C(=O)Nc3ccc(F)cc3F)CC2)cc1	?	18%	-3%
O=C(NCCCN1CCCC1=O)c1cccc(C(F)(F)F)c1	2%	0%	2%
COC(=O)c1ccccc1NC(=O)C(=O)NCC1CCCO1 (configuration not stated)	?	-1%	-1%
COc1ncc2nc(C)c(=O)n(C)c2n1	16%	.	11%

Taken from above:
`CSc1nsc(/C=C/Nc2ccc(C)cc2)c1C#N` – FEN1 inh: 1%
`O=C(CSc1ccccc1)N1CCc2c([nH]c3ccccc23)C1c1ccc(Cl)cc1` (configuration not stated) – KAT2A inh: -28%

Part of the list above in order of length of the SMILES, lowest first:
Structure	DT40 TDP1 CPT	FEN1 inh	KAT2A inh
Cc1ccc(C)c(Nc2ncnc3nc[nH]c23)c1	?	15%	-7%
O=C(NNC(=O)c1cc2ccccc2cc1O)Nc1ccc(Br)cc1	12%	-9%	?
CC(=O)c1ccc(N2CCN(C(=O)Nc3ccc(F)cc3F)CC2)cc1	?	18%	-3%

New compounds follow:
Structure	DT40 TDP1 CPT	FEN1 inh	KAT2A inh
Cc1ccc2nc(Cl)c3cc(C(=O)NCCCN4CCCC4)sc3c2c1	5.8µM*	22µM*	-1%
COc1ccc(OCC(=O)NC2CCCCCCC2)cc1	?	-2%	1%
OC(COc1cccc2ccccc12)CN1CCOCC1 (configuration not stated)	1%	1%	.
O=C(NCCC1CC1(Cl)Cl)Nc1ccccc1 (configuration not stated)	12%	11%	-3%
O=C(NCCc1ccco1)C(=O)NCC1OCCCN1S(=O)(=O)c1ccccc1 (configuration not stated)	-22%	7%	-12%
Cc1ccc(C(C)C)c(OCC(=O)Nc2ccc(-c3nc4ncccc4o3)cc2C)c1	-1%	-17%	1%
Cc1nc(CCNS(=O)(=O)c2cccs2)cs1	-2%	-2%	-1%
O=S(=O)(NCC(c1ccco1)N1CCc2ccccc2C1)c1ccc(F)cc1 (configuration not stated)	-25%	?	-9%
Cc1ccc(Nc2cc(-c3ccccc3)nc3ncnn23)cc1	?	0%	1%
NS(=O)(=O)c1ccc2nc(NC(=O)COc3ccccc3)sc2c1	-4%	-9%	-8%
CCOC(=O)CSc1nc2ccccc2c(=O)n1Cc1ccco1	-1%	1%	-1%
CCN(CC)S(=O)(=O)c1ccc(NC(=O)CN(c2cccc(F)c2)S(C)(=O)=O)cc1	-22%	-11%	-1%
CC1=Nc2ccc(C)cc2/C1=C/c1c(N)n2nc(CC(=O)N3CCOCC3)sc2nc1=O	-4%	1%	-7%
CSc1nc2cc(S(=O)(=O)N3CCCCC3)ccc2s1	?	4%	1%
Cc1nnsc1-c1c(C(=O)Oc2ccccc2)c(C)nn1-c1ccccc1	-22%	0%	-4%
Cc1cc(NC(=O)CSc2nc3c(c(=O)n2-c2ccccc2)SC(C)C3)no1 (configuration not stated)	?	48%[activator]	0%
O=C(CCCNS(=O)(=O)c1cccc2nsnc12)NCCN1CCN(c2ccccc2F)CC1	?	17%	-3%
O=C1COc2ccc(-c3csc(NCC4CCCO4)n3)cc2N1 (configuration not stated)	?	5%	-3%
Cc1ccccc1CNC(=O)C(=O)NCC1OCCCN1S(=O)(=O)c1cccs1 (configuration not stated)	3%	-14%	?
COc1ccc(C(=O)NCC(=O)OCCOc2ccc(Cl)cc2)cc1OC	0%	-6%	-1%
Cc1ccc(-n2nc3c([n+]2[O-])CCc2c-3no[n+]2[O-])cc1	?	5%	-1%
CN(Cc1ccccc1)Cc1nc2scc(-c3ccccc3)c2c(=O)[nH]1	13µM*	-1%	-19%
O=C(O)c1ccccc1C(=O)NC1Cc2ccccc2C1	-8%	-11%	-7%
C/C(=N\NC(=O)c1c(C)nc2ccccn12)c1ccc(N2CCOCC2)cc1	21%	-8%	-11%
CCOc1ccc(CNC(=O)C2CCN(S(=O)(=O)c3cn(C)cn3)CC2)cc1	-4%	-1%	-11%
COC(=O)/C=C1\SC(N)=NC1=O	11%	-5%	-4%
CCc1cccc(NC(=S)N(CCCOC(C)C)C2CCN(C(C)=O)CC2)c1	-17%	17%	0%
CCc1nnc(NC(=O)CN2CCN(C(=O)c3ccccc3)CC2)s1	14%	9%	-2%
Cc1ccc(C(=O)NC(=S)Nc2cccc(NC(=O)c3ccccc3)c2)cc1[N+](=O)[O-]	?	0%	1%
Cn1cc(-c2cc3n(n2)CCC(=O)N3CCCC(=O)NCc2ccc(F)cc2)c2ccccc21	16µM*	3%	9%
O=[N+]([O-])c1ccc(-c2nc(=S)c3c(o2)CCCC3)cc1	-6%	13%	-2%
COC(=O)CSc1cc([N+](=O)[O-])cc2c1c(C1OCCO1)nn2-c1ccccc1	1%	4%	-3%
CCCCN(C(=O)c1ccc(N(C)S(=O)(=O)c2ccc(C)cc2)cc1)c1c(N)n(CCC)c(=O)[nH]c1=O	-13%	3%	-1%
CC1SC(C)C(=O)N(CC(=O)NC2CCCCC2)C1=O (configuration not stated)	11%	4%	26%
CSc1nc(-c2ccc(Cl)cc2)nn1S(=O)(=O)c1ccccc1	-22%	4%	-8%
CCOc1ccc(NC(=O)c2cc(F)c(F)cc2Cl)cc1OCC	6%	8%	-6%
COc1c(C)cc(Br)cc1C(=O)O	-6%	-6%	-7%
O=C(NCc1ccccn1)c1ccc(Br)s1	-22%	1%	-4%
Cc1ccc(N2C(=O)c3ccccc3C2=O)cc1	4%	13%	-15%
CCOC(=O)c1cnc(SC2CC(=O)N(c3ccc(OC)c(OC)c3)C2=O)nc1N (configuration not stated)	21µM*	-16%	-15%

7 consecutive records out of the list so far:
Structure	DT40 TDP1 CPT	FEN1 inh	KAT2A inh
CCc1cccc(NC(=S)N(CCCOC(C)C)C2CCN(C(C)=O)CC2)c1	-17%	17%	0%
CCc1nnc(NC(=O)CN2CCN(C(=O)c3ccccc3)CC2)s1	14%	9%	-2%
Cc1ccc(C(=O)NC(=S)Nc2cccc(NC(=O)c3ccccc3)c2)cc1[N+](=O)[O-]	?	0%	1%
Cn1cc(-c2cc3n(n2)CCC(=O)N3CCCC(=O)NCc2ccc(F)cc2)c2ccccc21	16µM*	3%	9%
O=[N+]([O-])c1ccc(-c2nc(=S)c3c(o2)CCCC3)cc1	-6%	13%	-2%
COC(=O)CSc1cc([N+](=O)[O-])cc2c1c(C1OCCO1)nn2-c1ccccc1	1%	4%	-3%
CCCCN(C(=O)c1ccc(N(C)S(=O)(=O)c2ccc(C)cc2)cc1)c1c(N)n(CCC)c(=O)[nH]c1=O	-13%	3%	-1%

Next section.
Structure	DT40 TDP1 CPT	FEN1 inh	KAT2A inh
O=C(Cn1nnc2ccccc2c1=O)NC1CCCc2ccccc21 (configuration not stated)	-19%	-3%	-16%
Cc1cc(C)n(CC(=O)n2c(C)c(C)c3ccccc32)n1	-4%	-4%	4%
Cc1nnc2c(NC(C)C)nc3ccccc3n12	?	-2%	2%
O=C(Nc1ccccc1C(F)(F)F)NC1CCCCCCC1	-4%	1%	-5%
COc1ccc(/C=C/c2nc3ccccc3n2Cc2ccccc2OC)cc1	7.3µM*	-14%	-8%
CCCCCC(=O)Nc1cccc(C2=NOC3(C2)C[C@@H](C(N)=O)N(C(=O)c2ccc(OC)cc2)C3)c1 (some centres not stated)	-25%	12%	-15%
O=C1CC(NS(=O)(=O)c2ccccc2)CN1c1ccc2c(c1)OCCO2 (configuration not stated)	-6%	-7%	-5%
CCC(CC)N1CCN(Cc2nc3ccc([N+](=O)[O-])cc3c(=O)n2-c2ccccc2F)CC1	5%	-2%	-3%
CC(C)CCn1nnnc1C(c1ccc(F)cc1)N1CCC(C(N)=O)CC1 (configuration not stated)	-5%	0%	2%
CC(=O)c1ccc(S(=O)(=O)N2CCN(c3nc(-c4ccccc4)nc4ccccc34)CC2)cc1	-17%	11%	.
Cc1cccc(NC(=O)CSCC(=O)N(C)Cc2ccc3c(c2)OCCO3)c1	?	0%	.
CCC(=O)N1CCc2cc(S(=O)(=O)NCCC(=O)NC3CCCc4ccccc43)ccc21 (configuration not stated)	?	1%	-9%
Cc1ccc(CNc2ccc3c(c2)ncn3C(C)C)cc1	12µM*	-2%	-3%
Cc1ccccc1Cn1nc(C)c(NC(=O)c2cc(-c3ccco3)on2)c1C	-30%	3%	-15%
O=C(Cn1c(=O)nc(-c2ccccc2)c2ccccc21)Nc1cccc(C(F)(F)F)c1	-1%	16%	12%
COc1ccc2c(c1)NC(c1ccc(OCC(C)C)cc1)=NC(c1ccncc1)=N2	?	-5%	-30%
Cc1ccc(CCNC(=O)C2CCN(Cc3nc(-c4ccccc4C)oc3C)CC2)cc1	13µM*	10%	-2%
CNC(=O)c1ccc(Nc2nnc(-c3ccc(C(N)=O)cc3)c3ccccc23)cc1	3%	-13%	-20%
